High-throughput results from PubChem.
D2 antag = antagonizes the human D2 dopamine receptor; HEK293 TREx D2 cells, calcium flux, dopamine EC80; inhibition, % at 10 µM; hit rate 2% among 340,000; in the data active means inhibition above about 30%; further: 0% is about no effect
Target sequence (P14416 whole entry, looked up): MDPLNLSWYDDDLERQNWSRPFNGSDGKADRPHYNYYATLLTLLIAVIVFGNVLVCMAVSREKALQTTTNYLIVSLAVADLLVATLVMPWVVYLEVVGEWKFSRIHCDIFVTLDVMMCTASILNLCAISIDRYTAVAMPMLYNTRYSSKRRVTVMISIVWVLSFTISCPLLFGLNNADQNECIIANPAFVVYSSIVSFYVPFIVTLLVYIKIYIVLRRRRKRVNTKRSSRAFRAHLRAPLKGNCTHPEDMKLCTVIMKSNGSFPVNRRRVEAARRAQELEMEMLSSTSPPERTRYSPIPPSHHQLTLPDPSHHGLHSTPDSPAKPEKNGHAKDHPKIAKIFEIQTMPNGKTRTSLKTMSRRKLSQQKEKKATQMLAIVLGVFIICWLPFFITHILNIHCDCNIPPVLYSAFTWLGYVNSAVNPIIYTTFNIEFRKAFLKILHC
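Cells plated overnight at 30 C with tetracycline; no-wash calcium dye, 30–90 min RT; 10 s baseline; compound pinned; 180 s read; EC80 dopamine added; another 180 s read.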
rTrxR1 inhibitor = inhibitors of rat thioredoxin reductase 1. recombinant rTrxR1, NADPH fluorescence consumption, selenite substrate. AID 588453. hit rate 1% among 390,000. Potency, µM (titrated, usually from 114 µM), without a hit: at the highest dose activity change, negative = inhibition, usual class: inhibitors; further: potency means the concentration at half of the fitted maximal effect; on the % scale 0 is the no-effect control and ±100 the full control effect; nearly all actives have a fitted effect of over 65% in size
Target sequence (O89049 whole entry, looked up): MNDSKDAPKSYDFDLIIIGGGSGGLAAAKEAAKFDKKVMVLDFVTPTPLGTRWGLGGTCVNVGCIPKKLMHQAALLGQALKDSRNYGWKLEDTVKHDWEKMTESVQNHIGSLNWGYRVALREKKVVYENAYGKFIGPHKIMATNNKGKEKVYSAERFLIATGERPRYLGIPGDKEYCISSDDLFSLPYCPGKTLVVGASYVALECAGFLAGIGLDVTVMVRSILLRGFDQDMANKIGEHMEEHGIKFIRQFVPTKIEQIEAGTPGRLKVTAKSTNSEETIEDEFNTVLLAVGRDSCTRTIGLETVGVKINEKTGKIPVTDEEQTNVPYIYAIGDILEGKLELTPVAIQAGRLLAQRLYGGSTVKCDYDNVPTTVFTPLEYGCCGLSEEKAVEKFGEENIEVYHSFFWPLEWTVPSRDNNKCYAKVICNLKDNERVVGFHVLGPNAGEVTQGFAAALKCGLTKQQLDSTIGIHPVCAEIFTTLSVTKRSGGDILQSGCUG
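Rat TrxR1 (90 nM in the dispensed reagent) was pre-reduced with 400 uM NADPH for 5 min at room temperature, then incubated with compound for 15 min. After 400 uM selenite was added, NADPH fluorescence (Ex 340/Em 450 nm) was followed for 8 min.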
USP1 inh = USP1/UAF1 (human) deubiquitinase inhibition. O94782. recombinant USP1/UAF1, Ub-Rhodamine cleavage fluorescence. Potency, µM (titrated, usually from 57.1 µM), for inactives: at the top dose activity change, negative = inhibition, most hits filed as inhibitors. hit rate 0.23% among 390,000. AID 743255; further: potency means the concentration at half of the fitted maximal effect; on the % scale 0 is the no-effect control and ±100 the full control effect; nearly all actives have a fitted effect of over 60% in size; inactives centre near -12
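USP1/UAF1 complex (1 nM) preincubated 15 min at room temperature with compound, then Ub-Rho substrate (150 nM final) added. Kinetic fluorescence at 480/540 nm over 6 reads at 60 s intervals; 50 mM HEPES pH 7.8, 0.5 mM EDTA, 0.1 mg/ml BSA, 1 mM TCEP, 0.01% Tween-20.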
D2 ag = agonists of human D2 dopamine receptor; P14416; HEK293 T-REx D2 cells, calcium flux agonist mode; activation, % at 2 µM; hit rate 0.53% among 340,000;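 active means activation over 3 SD above normal in the single-dose calcium agonist read, cut at about 30% in these data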; further: 0% is about no effect
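Tetracycline-induced HEK293 T-REx cells with force-coupled D2 receptor, plated overnight at 30 C, loaded with no-wash calcium dye. After a 10 s baseline, compound was pin-added and calcium flux read kinetically for 180 s; calcium rises flagged agonists.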
TRHR PAM = allosterically enhances the human TRH receptor | AID 493056 | TRHR cells, fluo-8 calcium fluorescence, EC20 TRH enhancement | P34981 | enhancement, % at 2 µM | hit rate 0.66% among 360,000; in the data active means enhancement above about 30%; further: 0% is about no effect
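Enhancer read-out: after compound pinning and an initial kinetic agonist-mode read, an EC20 of TRH (10 nM final) was injected and fluo-8 calcium signal (Ex 480/Em 530) followed at 1 s/cycle for 100 cycles in TRHR-expressing cells.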
TRHR agonist = agonists of human TRH receptor; P34981; TRHR cells, calcium flux fluo-8, FDSS agonist mode; activation, % at 2 µM; hit rate 0.18% among 360,000; in the data active means activation above about 30%; further: 0% is about no effect
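TRHR-expressing cells, plated overnight in medium with 10% serum, were loaded with fluo-8 calcium dye at room temperature. After a 10 s baseline, library compound was pin-added and calcium release was recorded kinetically (ex 480/em 530) as agonist response.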
mIDH1 inhibitor = inhibitors of human mutant IDH1 R132H; O75874; IDH1-R132H enzyme, NADPH consumption, diaphorase/resazurin fluorescence; Potency, µM (top dose mostly 76.6 µM), without a hit: at the highest dose activity change, negative = inhibition, most hits filed as inhibitors; hit rate 0.093% among 390,000; further: potency means the concentration at half of the fitted maximal effect; on the % scale 0 is the no-effect control and ±100 the full control effect; nearly all actives have a fitted effect of over 65% in size
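IDH1-R132H (0.5 ug/mL dispensed) in pH 7.5 Tris buffer was preincubated 30 min with compound, then given a substrate mix of 0.016 mM NADPH and 2 mM alpha-KG for 80 min at room temperature; remaining NADPH was read by diaphorase/resazurin fluorescence.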
TrxR1 substrate = rat thioredoxin reductase 1 substrate activity; AID 588456; hit rate 0.01% among 390,000; O89049; purified TrxR1 substrate turnover, NADPH consumption readout; Potency, µM (doses to about 114 µM), inactives show top-dose activity change, negative = substrate turnover; further: potency means the concentration at half of the fitted maximal effect; on the % scale 0 is the no-effect control and ±100 the full control effect; nearly all actives have a fitted effect of over 50% in size
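Rat TrxR1, dispensed at 90 nM, was prereduced with 400 uM NADPH (final) for 5 min at ~22 deg C, then incubated with compound 15 min before 400 uM selenite. A first-read NADPH fluorescence drop versus no-compound background flagged substrates.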
Pin1 inh = inhibitors of human Pin1 | Q13526 | Pin1 FP peptide displacement, HiFluor488, 10 min | Potency, µM (series often up to 115 µM), inactives show top-dose activity, negative = inhibition, most hits filed as inhibitors | hit rate 0.009% among 390,000; active means well fitted inhibition curve with a large enough effect in the polarisation, with a control signal flat, not every such curve was filed as active; inconclusive means small, poorly fitted or top-dose-only effect, or effect the other way, or a change in a side signal; inactive means no such curve, though single readings can be large or run the other way; the % refers to the polarisation; further: potency means the concentration at half of the fitted maximal effect; on the % scale 0 is the no-effect control and ±100 the full control effect
Target sequence (Q13526 whole entry, looked up): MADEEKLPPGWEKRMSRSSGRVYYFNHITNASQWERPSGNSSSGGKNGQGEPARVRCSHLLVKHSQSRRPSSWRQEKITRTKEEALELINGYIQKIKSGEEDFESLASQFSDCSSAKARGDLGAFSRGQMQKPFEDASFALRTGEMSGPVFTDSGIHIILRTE
* hit, by the source's call; u = inconclusive; x = no result given; [ ] = dose if it differs, or a comment. Unless noted, the call rests on the fitted dose curve; in most records, active means well fitted inhibition curve with a large enough effect; inconclusive means small, poorly fitted or top-dose-only effect; inactive means no such curve, though single readings can be large or run the other way. A portion of the library; count on the stated rates, not on these rows.

SMILES	D2 antag	rTrxR1 inhibitor	USP1 inh	D2 ag	TRHR PAM	TRHR agonist	mIDH1 inhibitor	TrxR1 substrate	Pin1 inh
COc1ccc(C)cc1S(=O)(=O)Nc1cccc(C)c1	-24.1	-6.1%	-18.8%	0.9	-3.1	1.2	3.4%	-11.9%	4.1%
COc1ccc(C=CC(=O)c2c(OC)cc(OC)c(OC)c2O)cc1	x	2.6%[57.1 µM]	u	x	x	x	4.6%	-8.4%[57.1 µM]	-2.2%
CCn1c(SC(C)C(=O)O)nnc1-c1cccnc1 (centres undefined)	-1.3	2.8%	-17.1%	0.2	1.2	-0.9	3.6%	-0.9%	-3.6%
Cc1ccc(Cl)cc1-n1c(=O)cc(N2CCN(c3ccc(F)cc3)CC2)[nH]c1=O	x	14.5%[57.1 µM]	-24.4%	-1.1	-2.8	0.6	-17.4%	1.5%[57.1 µM]	-1.3%
COc1cccc(CNC(=O)CCC2CCCN(Cc3ccc(OC(F)F)cc3)C2)c1 (centres undefined)	-26.1	10.7%	-24.6%	-0.6	3.7	-0.1	0.0%	0.8%	3.3%
Cc1ccccc1CNC(=O)c1ccccc1C	x	13.1%[57.1 µM]	2.7%	x	3.4	0.3	1.9%	9.9%[57.1 µM]	1.1%
COC(=O)c1ccc(-n2cc(-c3ccc(OC)cc3)[nH]c2=S)cc1	-4.4	2.0%	-16.4%	0.1	-2.9	-0.3	0.0%	0.8%	-28.9%
COc1ccc(N(C)S(=O)(=O)c2cccc(C(=O)N3CCN(S(=O)(=O)c4ccc(C)cc4)CC3)c2)cc1	-6.5	27.2%	-22.8%	0.3	-4.4	0.2	-16.5%	0.3%	4.1%
CCOc1ccc(-n2cc(-c3ccccc3)c3c(NCc4ccc(F)cc4)ncnc32)cc1	x	22.6%[57.1 µM]	-3.6%	-0.4	-6.6	2.3	-5.3%	4.7%[57.1 µM]	0.0%
C/C(=N\N(C)C)c1ccc(OCCOc2ccc([N+](=O)[O-])cc2)cc1	33.5*	u	-20.8%	0.8	-5.0	0.0	2.7%	0.2%[57.1 µM]	-4.8%
COc1cc(OC)cc(N(C(=O)c2snc(C(N)=O)c2N)C(C(=O)NCC2CCCO2)c2ccc(C)o2)c1 (centres undefined)	11.3	x	x	0.2	7.4	0.3	x	x	x
CCOc1ccc(/C=C(\C#N)C(=O)NCC2CCCO2)cc1OCC (centres undefined)	-12.9	-26.0%	-10.0%	0.1	1.5	0.0	3.8%	-16.3%	0.2%
CC(C)(C)C(=O)/C=C1\NC(=O)CS1	6.6	29.9%[57.1 µM]	-16.1%	-0.3	-3.1	0.4	6.6%	10.6%[57.1 µM]	u
COc1ccccc1CNc1ncnc2sccc12	-38.0	-12.1%	-21.0%	-1.1	9.5	-0.7	0.0%	-10.7%	8.6%
NC(=O)CSc1nnc(COc2cccc3ccccc23)o1	-4.6	17.1%	-20.7%	0.7	-0.9	0.3	0.0%	2.2%	0.9%
ONC=Nc1cccc2nonc12	6.8	3.5%[57.1 µM]	-27.4%	0.3	-9.7	0.1	6.8%	-10.8%[57.1 µM]	5.3%
CN1CCc2c(sc3c2c(=O)n(-c2ccccc2)c2n[nH]c(=S)n32)C1	5.4	-24.0%	-12.8%	-1.3	5.7	-1.2	0.0%	0.3%	u
COc1ccc(S(=O)(=O)N2CCN(C(=S)Nc3ccc(S(N)(=O)=O)cc3)CC2)cc1	x	-16.2%	-19.2%	x	-2.6	0.8	-1.6%	-5.1%	-9.3%
Cc1cccc(N2CCN(C(=S)Nc3ccc4nc(N5CCN(C)CC5)cc(C)c4c3)CC2C)c1 (centres undefined)	x	4.6%	-21.2%	x	-0.7	0.9	2.0%	5.3%	5.1%
CN(C)CCCn1c(-c2ccc(Cl)cc2)csc1=Nc1ccccc1	x	23.7%[57.1 µM]	-12.7%	-0.2	9.1	1.5	-12.2%	-1.5%[57.1 µM]	-4.9%
COc1ccc(C(=O)CSc2nnc(CNC(=O)c3ccc(S(=O)(=O)N(C)C)cc3)o2)cc1	2.9	-2.5%	-4.9%	0.2	1.3	0.7	0.4%	-15.0%	-2.3%
Cc1ccc(CN(C(=O)Cc2cccs2)C(C(=O)NC2CCCC2)c2ccncc2)cc1 (centres undefined)	1.7	9.2%	-4.2%	0.0	-11.2	1.3	0.3%	-3.3%	-8.7%
CCOC(=O)Cc1csc(N/C(=N/S(=O)(=O)c2cc(Br)ccc2OCC)c2ccccc2)n1	-4.5	10.6%	-12.5%	0.8	1.8	0.0	-7.0%	6.4%	83.4%[activator]
O=c1[nH]c(=O)n(Cc2ccco2)c2c1C(C(F)(F)F)(C(F)(F)F)N=C(C1CCCCC1)N2	6.0	-5.3%	-20.6%	-0.2	-4.1	-1.3	-0.8%	10.5%	1.9%
COc1ccc(OC(=O)c2ccc(OC)c(S(=O)(=O)N3CCOCC3)c2)cc1	-1.6	8.9%	-20.0%	-1.7	1.5	0.7	7.7%	-1.9%	-1.9%
SMILES	D2 antag	rTrxR1 inhibitor	USP1 inh	D2 ag	TRHR PAM	TRHR agonist	mIDH1 inhibitor	TrxR1 substrate	Pin1 inh
Cc1cccc(N(CC(=O)NCc2ccco2)C(=O)CCC(=O)Nc2nccs2)c1	x	7.9%	-4.3%	x	-7.6	-0.3	9.7%	-0.7%	0.5%
CC1CCN(S(=O)(=O)N2CCC(C(=O)N3CCC(N(C)CC4CCCO4)CC3)CC2)CC1 (centres undefined)	2.4	-7.1%[57.1 µM]	-24.5%	0.5	-5.1	-0.5	7.6%	7.1%[57.1 µM]	3.0%
CCOC(=O)c1c(C)[nH]c(C)c1C(=O)CSc1nc(N)cc(N)n1	49.1*	-11.1%	-13.5%	-0.8	-1.4	-0.3	2.7%	-8.9%	1.4%
C=CCN1C2CCCC1CC(NC(=S)Nc1cccc(OC)c1)C2 (centres undefined)	-19.3	1.2%	-9.9%	2.0	2.1	0.7	-10.4%	-2.8%	2.6%
CC1=NN(C(=O)c2ccc(Cn3cc([N+](=O)[O-])cn3)cc2)C(O)(C(F)(F)F)C1 (centres undefined)	-9.3	-13.6%	-13.4%	1.8	-7.9	3.5	-2.3%	-14.9%	3.8%
CN1C(=O)c2ccc(C(=O)NCc3ccccc3)cc2C1=O	20.8	5.9%	-13.0%	-0.6	-3.3	0.1	4.6%	5.9%	3.6%
Cc1nc(-c2ccc(S(=O)(=O)Nc3ccc(C)c(N(C)C)c3)cc2)co1	x	19.7%[57.1 µM]	-24.2%	-0.8	5.5	0.5	13.8%	1.9%[57.1 µM]	-2.0%
Cc1ccc(C(=O)OCC(=O)NC(=O)c2ccccc2)o1	3.1	13.7%	-4.8%	0.3	5.1	0.4	-5.0%	-6.7%[57.1 µM]	-4.7%
Cc1cc(C(F)F)n2nc(C(=O)Nc3cc(Cl)ccc3C)nc2n1	x	29.5%	-30.0%	-0.6	13.8	-0.4	-4.2%	8.4%	2.6%
Cc1ccc(NC(=O)C2CC2c2ccccc2)cc1 (centres undefined)	-29.2	26.5%	-11.9%	-0.2	-1.1	-0.7	-0.5%	-1.6%	-1.8%
Cc1ccccc1NCc1ccccc1O	-12.0	6.0%[57.1 µM]	-26.1%	0.4	12.9	-0.6	2.4%	-6.7%	-2.7%
c1ccc(-n2ncc(-c3nn[nH]n3)n2)cc1	-9.5	2.3%	-16.1%	3.6	1.7	0.5	4.4%	22.5%	3.1%
CN1CCN(C(=O)C23CCC(C)(C(=O)C2Br)C3(C)C)CC1 (centres undefined)	3.0	14.5%[11.4 µM]	-15.2%	0.4	-6.6	0.4	-2.0%	6.9%[11.4 µM]	-7.7%
NS(=O)(=O)c1ccc(NC(=O)COC(=O)CCCN2C(=O)c3cccc4cccc(c34)C2=O)cc1	x	17.3%[57.1 µM]	-10.1%	x	x	x	7.9%	55.4%	7.1%
COc1cc(NC(=O)CSCC(=O)Nc2cc(OC)cc(OC)c2)cc(OC)c1	14.0	17.8%	-7.1%	-0.1	-5.7	-0.6	3.2%	-4.2%	1.6%
Cc1ccc(OCC(=O)Nc2ccc(C)c(F)c2)c([N+](=O)[O-])n1	4.4	16.1%	-8.6%	0.4	0.8	0.2	-1.6%	-9.2%[57.1 µM]	-0.2%
C/C(N)=C(/C#N)C(=O)CSc1nc(-c2ccccc2)c(-c2ccccc2)o1	1.9	11.6%	-14.2%	2.6	0.8	0.9	-4.7%	-3.1%	1.9%
Cc1cc2nc(C(F)(F)F)cc(-c3cccs3)n2n1	7.1	27.6%	-11.1%	-0.6	2.4	-1.3	4.8%	4.2%	-0.9%
CC1(C)Cc2c(sc3ncnc(N)c23)CO1	x	14.9%	-7.3%	x	7.0	0.8	5.1%	6.3%	-0.1%
O=C(Cn1cc(S(=O)(=O)Cc2ccccc2Cl)c2ccccc21)NCCc1ccccc1	x	4.7%	u	2.4	-3.0	0.9	0.0%	-4.1%	12.2%
O=C(CSC1=NS(=O)(=O)c2ccccc2N1)Nc1ccccc1F	2.2	-9.9%	-6.2%	0.1	9.4	0.2	2.1%	-4.1%	3.2%
CCn1c(=O)cc(OCC(=O)NC2CC2)c2ccccc21	-0.7	6.1%	-17.6%	-0.2	3.0	0.7	0.0%	6.7%	-6.4%
COc1ccc(OCC(=O)OCC(=O)NCC2CCCCC2)cc1	20.0	22.1%	-2.3%	-0.8	-0.3	-0.7	-9.4%	3.1%	3.7%
CCc1ccc(S(=O)(=O)c2ccc(-n3nc(C)cc3N)cc2)cc1	-12.8	20.1%	-9.7%	1.0	-2.9	-0.4	0.0%	0.2%	-8.4%

2 entries from above, with two lines to a compound.
Under each structure – D2 antag	rTrxR1 inhibitor	USP1 inh	D2 ag	TRHR PAM	TRHR agonist	mIDH1 inhibitor	TrxR1 substrate	Pin1 inh
> CCOC(=O)c1c(C)[nH]c(C)c1C(=O)CSc1nc(N)cc(N)n1
  49.1*	-11.1%	-13.5%	-0.8	-1.4	-0.3	2.7%	-8.9%	1.4%
> C=CCN1C2CCCC1CC(NC(=S)Nc1cccc(OC)c1)C2 (centres undefined)
  -19.3	1.2%	-9.9%	2.0	2.1	0.7	-10.4%	-2.8%	2.6%
